Compound activity (PubChem BioAssay)
Fh CTSL1 inh: cathepsin L1 inhibition, PFM18AAP counter-screen; inhibition, % at 5.96 µM; AID 1906; recombinant F. hepatica cathepsin L1, Z-Leu-Arg-MCA fluorescence; 300,000 tested, 0.49% active;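 active = inhibition above the mean of all tested compounds plus 3 SD, set per screening campaign, cut at about 17% in these data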;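 also: 0% = plate median of test compound wells and 100% = 1 µM Z-Phe-Ala-diazomethylketone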
PP5 primary: PP5 (human) phosphatase inhibition. P53041. purified PP5c, OMFP substrate fluorescence. inhibition, % at 6.7 µM. 320,000 tested, 0.18% active. AID 1987;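 active = inhibition above the campaign's mean inhibition across all tested compounds plus 3 SD, cut at about 9.5% in these data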;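 also: 0% = DMSO only and 100% = 100 µM cantharidin control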
Target sequence (P53041 whole entry, looked up): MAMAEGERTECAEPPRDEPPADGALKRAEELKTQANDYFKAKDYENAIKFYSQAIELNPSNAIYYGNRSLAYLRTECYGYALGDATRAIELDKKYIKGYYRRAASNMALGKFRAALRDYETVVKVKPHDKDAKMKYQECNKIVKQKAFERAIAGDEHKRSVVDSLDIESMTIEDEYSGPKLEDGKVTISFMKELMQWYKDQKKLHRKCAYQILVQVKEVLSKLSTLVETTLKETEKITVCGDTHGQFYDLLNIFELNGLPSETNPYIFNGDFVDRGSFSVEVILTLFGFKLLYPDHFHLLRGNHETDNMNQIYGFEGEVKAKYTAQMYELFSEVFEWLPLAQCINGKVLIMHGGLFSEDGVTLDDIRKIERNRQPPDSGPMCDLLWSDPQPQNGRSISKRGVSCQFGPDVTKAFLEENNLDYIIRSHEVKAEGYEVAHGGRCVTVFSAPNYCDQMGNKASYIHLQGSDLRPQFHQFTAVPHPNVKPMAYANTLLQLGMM
proCasp3 act: activates human procaspase-3; P42574; recombinant procaspase-3 D3A, Ac-DEVD-pNA absorbance 405 nm; activation, % at 8.5 µM; 330,000 tested, 0.11% active; AID 463141;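 active = activation above the mean of all tested compounds plus 3 SD, cut at about 21% in these data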;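 also: 0% = DMSO alone and 100% = DMSO wells spiked with extra 5 µM PC-3 D3A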
Target sequence (P42574 whole entry D9A/D28A/D175A): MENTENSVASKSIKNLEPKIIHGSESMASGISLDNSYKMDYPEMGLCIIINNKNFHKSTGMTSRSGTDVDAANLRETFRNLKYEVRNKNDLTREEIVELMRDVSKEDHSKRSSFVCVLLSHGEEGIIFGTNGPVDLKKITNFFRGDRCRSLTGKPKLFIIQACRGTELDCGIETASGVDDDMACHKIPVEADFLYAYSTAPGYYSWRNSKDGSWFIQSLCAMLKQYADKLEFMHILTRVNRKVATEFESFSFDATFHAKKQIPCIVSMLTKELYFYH
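Assay system: Autoprocessing-dead procaspase-3 D3A mutant enzyme; also added: Ac-DEVD-pNA; doses: one concentration, 8.5 µM nominal, 0.8% DMSO; times: 1 h compound preincubation, 2 h substrate hydrolysis at 25 °C; technique: 405 nm absorbance of p-nitroaniline, reads at 0 and 120 min; measure: % activation between DMSO and enzyme-spiked controls; repeats: single replicate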
TPT1 inhibitor: inhibitors of Candida albicans tRNA 2'-phosphotransferase TPT1; recombinant caTPT1, FP RNA substrate dephosphorylation; inhibition, % at 5 µM; 300,000 tested, 0.81% active; AID 1962;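 active = inhibition above the mean of all tested compounds plus 3 SD, set per screening campaign, cut at about 24% in these data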;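 also: plate controls were DMSO alone for no effect and ferristatin control at 100 nM for full effect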
PP1 counter: PP1-alpha (human) inhibition in PP5 counter-screen; purified PP1alpha, OMFP fluorescence; 320,000 tested, 0.9% active; P62136; AID 2235; inhibition, % at 6.7 µM;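 active = inhibition above the mean inhibition of all tested compounds plus 3 SD, computed separately for each screening campaign, cut at about 15% in these data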
Target sequence (P62136 whole entry, looked up): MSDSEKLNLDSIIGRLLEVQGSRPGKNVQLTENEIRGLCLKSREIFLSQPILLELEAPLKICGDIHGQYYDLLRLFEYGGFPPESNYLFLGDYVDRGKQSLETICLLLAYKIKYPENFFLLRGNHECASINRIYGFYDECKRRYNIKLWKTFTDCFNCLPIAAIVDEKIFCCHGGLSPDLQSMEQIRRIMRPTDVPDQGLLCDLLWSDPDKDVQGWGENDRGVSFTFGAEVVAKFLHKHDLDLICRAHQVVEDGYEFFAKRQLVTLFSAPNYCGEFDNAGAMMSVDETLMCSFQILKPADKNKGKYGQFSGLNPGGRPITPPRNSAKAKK
procasp7 counter: counter-screen for procaspase-3 activators: activators of human procaspase-7; activation, % at 8.5 µM; 330,000 tested, 0.093% active; recombinant procaspase-7, Ac-DEVD-pNA absorbance 405 nm; D23A/D198A/D206A triple mutant, cannot self-cleave; scale: DMSO 0, 5 µM enzyme 100;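 active = percent activation above the screen-wide mean plus 3 SD, cut at about 25% in these data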
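Assay system – Uncleavable procaspase-7 mutant enzyme · Quantity – 2 µM procaspase-7 mutant as dispensed · Times – 1 h preincubation, 2 h reaction · Dosing – single nominal 8.5 µM compound dose, 0.8% DMSO final · Buffer or medium – Zinc-free 50 mM HEPES buffer, pH 7.4, with NaCl and Triton X-100 · Detection – Epi-absorbance of released pNA at 405 nm, two timepoints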
AHR act: human AHR activation | activation, % at 5 µM | AHR-responsive luciferase reporter cells, luminescence | 320,000 tested, 2.5% active | P35869 | AID 2796; in the data active = activation above about 47%;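 also: 0% = vehicle wells and 100% = reference agonist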
PAFAH2 FP inh: PAFAH2 (human) inhibition. Q99487. recombinant PAFAH2, FP-rhodamine activity probe, fluorescence polarization. inhibition, % at 3.39 µM. 340,000 tested, 0.99% active. AID 492956;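 active = inhibition above the mean over all tested compounds plus 3 SD, cut at about 30% in these data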;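 also: inhibitors block probe labeling of enzyme so polarization drops; 0% = enzyme with DMSO and 100% = wells lacking PAFAH2 protein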
core dimer inh: blocks dimerization of HCV core protein. TR-FRET GST/Flag-core106 dimerization, 1536-well. inhibition, % at 5 µM. 300,000 tested, 0.33% active;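 active = inhibition above the mean of all tested compounds plus 3 SD, set per screening campaign, cut at about 45% in these data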
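Test system: GST/Flag-tagged HCV core106 proteins; Medium: KF-containing HEPES buffer, pH 7.45, DTT, CHAPS, BSA; Times: compound-protein-antibody incubation 4 h at 22.5 °C; Detection: TR-FRET 671 and 617 nm emission; Benchmarks: wells lacking GST-core106 and wells with excess unlabelled core106.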
An asterisk follows results filed as active; . = no result given; & = joins results of further samples.

SMILES	Fh CTSL1 inh	PP5 primary	proCasp3 act	TPT1 inhibitor	PP1 counter	procasp7 counter	AHR act	PAFAH2 FP inh	core dimer inh
O=C(NC(=S)Nc1ccc2c(c1)OCO2)c1ccccc1	0	3.8	-17	-1	2	-8	24	2	5
CCOc1ccc(N(CC)C(=O)CCS(=O)(=O)c2cccc3nonc23)cc1	6	-0.6	-4	-4	-2	7	0	4	4
O=C(O)CCc1ccc(-c2cccs2)n1CC1CCCO1 (stereo unspecified)	1	4.2	-18	1	-3	-15	3	-14	-1
O=C(CSc1nnc2n(C3CCCC3)c(=O)c3ccccc3n12)N1CCCCCC1	2	-1.4	4	-3	-2	8	-2	-3	1
Cc1ccccc1NC(=O)c1cc(S(=O)(=O)N2CCOCC2)ccc1F	-4	0.4	0	3	-3	4	20	9	-2
O=C1c2ccccc2-c2nc3ccccc3n21	6&-4	5.1&0.4	3&1	1&-2	0&-1	-4&3	2&4	-15&-10	0&-6
COCCCn1c(SCC(=O)NC2CCCC2)nnc1-c1ccccc1	0	-1.4	6	-1	1	4	-1	3	1
CCOC(=O)N1CCN(S(=O)(=O)N2CCCC(C(=O)NCc3ccc(OC)cc3)C2)CC1 (stereo unspecified)	0	-1.0	0	0	8	8	1	-3	-2
C=CCN1C(=NC(=O)COc2ccc(Cl)cc2)SC2CS(=O)(=O)CC21 (stereo unspecified)	-12	0.7	-3	-3	0	4	2	3	0
COc1ccccc1CNC(=O)c1cc(C2CC2)nc2c1cnn2C(C)C	.	-0.1	-6	.	0	2	18	7	.
COc1ccc(NC(=O)CCN2C(=O)NC3(CCCC3)C2=O)cc1Cl	.	1.6	3	.	0	1	2	6	.
Cc1ccc(CN2CCC(CNC(=O)c3ccc(NC(=O)C4=CSCCO4)cc3)CC2)cc1	-2	4.4	8	3	3	8	0	-7	-5
CCOC(=O)CSc1ccc2nnc(-c3ccccc3)n2n1	1	-1.5	2	-1	-5	0	7	3	-9
CC1=C(C(=O)OCCCCCl)C(c2cc3c(cc2Br)OCO3)NC(=O)N1 (stereo unspecified)	6	2.2	0	3	1	-4	0	-9	2
COc1ccc(CNC(=O)COC(=O)c2ccc3ccccc3n2)cc1	.	.	12	.	.	15	15	8	.
Cc1nc(CC(=O)Nc2nc(C(C)(C)C)cs2)cs1	-1	0.5	10	-7	-1	7	0	-2	4
CN1CCN(C(=O)C(C(=O)c2ccc(F)cc2)n2ccccc2=O)CC1 (stereo unspecified)	-2	3.5	-4	1	-1	-7	0	-6	-5
COc1ccc(C2NC(=S)NC(O)(C(F)(F)F)C2C(=O)c2cccs2)cc1 (stereo unspecified)	-3	2.5	-3	-1	3	-2	0	-2	-3
CSc1ccccc1NC(=O)CSc1nnnn1-c1ccccc1SC	-5	2.4	4	3	-7	-4	6	3	1
CCOc1ccc(CCNC(=O)C2CCN(S(=O)(=O)N3CCC(C)CC3)CC2)cc1OCC	1	1.2	-8	-1	-2	-7	-2	4	3

Rewritten bar-delimited: three of the compounds above
Structure | Fh CTSL1 inh | PP5 primary | proCasp3 act | TPT1 inhibitor | PP1 counter | procasp7 counter | AHR act | PAFAH2 FP inh | core dimer inh
O=C1c2ccccc2-c2nc3ccccc3n21 | 6&-4 | 5.1&0.4 | 3&1 | 1&-2 | 0&-1 | -4&3 | 2&4 | -15&-10 | 0&-6
COCCCn1c(SCC(=O)NC2CCCC2)nnc1-c1ccccc1 | 0 | -1.4 | 6 | -1 | 1 | 4 | -1 | 3 | 1
CCOC(=O)N1CCN(S(=O)(=O)N2CCCC(C(=O)NCc3ccc(OC)cc3)C2)CC1 (stereo unspecified) | 0 | -1.0 | 0 | 0 | 8 | 8 | 1 | -3 | -2

(next part)
SMILES	Fh CTSL1 inh	PP5 primary	proCasp3 act	TPT1 inhibitor	PP1 counter	procasp7 counter	AHR act	PAFAH2 FP inh	core dimer inh
CC(C)(C)NC(=O)CC1C[C@H](C(=O)N2CCOCC2)[C@@]2(CCC3CCCC3)c3[nH]c4ccccc4c3CCN2C1=O (stereo partly specified)	.	.	10	.	.	-10	1	6	.
Cc1ccc(CN2CCN(Cc3c(C)nn(-c4ccc(F)cc4)c3C)CC2CCO)o1 (stereo unspecified)	-1	0.8	-1	2	-1	4	3	4	3
CCOC(=O)C1=C(C)N(CCO)C(=O)NC1c1ccccc1 (stereo unspecified)	3	0.3	-4	-1	0	2	-2	2	0
O=C(Nc1ccc(F)cc1F)c1cc(-c2ccc3c(c2)OCO3)on1	1	2.2	-6	3	0	-3	-2	-2	-8
COc1cccc(NC(=O)CN2CCSc3ccccc32)c1	-5	-1.6	-4	2	3	-19	15	3	-6
O=C(COc1nncc2ccccc12)NCCC1=CCCCC1	0	-0.5	5	0	-4	0	3	3	-1
Cc1cc(OC(=O)c2cccc(C(F)(F)F)c2)c([N+](=O)[O-])c(=O)[nH]1	-5	-0.7	7	0	-1	9	-1	-2	-3
CCOC(=O)C1CCN(C(=O)c2ccc(Br)o2)CC1	0	3.9	-2	0	0	3	-2	2	1
CCC(C)[C@H](NC(=O)C1CC(=O)N(c2ccc3c(c2)OCO3)C1)C(=O)NC1CCCCC1 (stereo partly specified)	1	0.7	0	-14	6	1	0	-5	9
Cc1ccccc1NC1=NS(=O)(=O)c2ccccc21	-2	-1.6	-4	3	-3	5	-1	6	-6
Cc1ccc(-c2cn3cccnc3n2)cc1	2	1.8	-6	1	1	-4	0	-1	0
Cn1c(=O)[nH]c(=O)c2c1nc(N/N=C/c1ccncc1)n2Cc1ccc(F)cc1	-1	1.0	6	-4	-6	0	32	.	-2
CCOCCCNC(=O)COC(=O)/C=C/c1ccc(S(=O)(=O)N2CCc3ccccc32)cc1	6	0.8	-13	-2	1	-1	-1	20	-4
COc1ccc(S(=O)(=O)CCC(=O)N2CCN(c3ccc(C(C)=O)cc3)CC2)cc1	-12	-2.5	-2	4	-2	14	1	6	1
CC(=O)OCC(=O)Nc1ccc(C(C)=O)cc1	-7	-1.2	-5	-8	-2	6	1	7	-2
COc1ccccc1-c1c(C)nn2c(N)c(-c3ccc(Cl)cc3)cnc12	-1	1.6	1	-2	-1	-9	-3	-7	5
CCC(C)(C)NC(=O)C(c1cccc(OC)c1OC)N(CCC(C)C)C(=O)CCC(=O)Nc1cc(C)on1 (stereo unspecified)	3	1.6	5	2	-3	-4	-3	6	-2
COc1ccc(S(N)(=O)=O)cc1C(N)=O	-1	2.1	5	1	-3	4	1	-1	2
CC(=O)c1ccc(NC(=O)Nc2ccc([N+](=O)[O-])cc2)cc1	9	4.8	-1	-9	2	-5	9	-2	-10
Cc1nc(-c2cc(-c3ccc(Cl)cc3)no2)cs1	-6	1.7	3	2	0	-3	-2	6	3
CCOC(=O)C1CCN(S(=O)(=O)c2ccc(OC)c(C(=O)N3CCCCCC3)c2)CC1	0	-1.9	0	2	1	-6	-1	-2	4
CC(C)C(OC(=O)/C=C/c1ccc2c(c1)OCO2)C(=O)NC(N)=O (stereo unspecified)	-7	2.7	10	-4	-1	6	2	8	2
C/C(=N\NC(=O)OC(C)(C)C)c1ccccc1Br	6	2.3	-3	2	-2	7	12	-4	2
CC1CCN(c2c(NCc3ccc(C(=O)NCCc4ccc(Cl)cc4)cc3)c(=O)c2=O)CC1	-1	0.2	0	-3	8	4	-4	1	-1
CCN1CCCC(CO)(Cc2ccccc2)C1 (stereo unspecified)	2	-1.0	1	1	-2	0	8	-1	5
COc1cc(/C=C2\SC(=S)N(NS(=O)(=O)c3ccc(C)cc3)C2=O)cc(OC)c1OC	2	2.6	-5	2	9	-13	1	6	11
Cc1cc2n(n1)SC(Nc1ccc(F)cc1)N2 (stereo unspecified)	-6	0.5	4	-1	1	-4	2	-9	-2
CCc1ccc(C(=O)COC(=O)CNC(=O)COc2ccccc2)cc1	-21	-4.0	-11	-2	-3	2	4	-4	5
Cc1ccc(C(=O)NCCC(=O)NCc2ccco2)cc1	8	-6.0	4	-4	-10	-6	-1	0	-18
COc1cccc(C(c2nnnn2CC2CCCO2)N2CCN(C(=O)c3ccco3)CC2)c1OC (stereo unspecified)	-3	-0.6	5	-6	-2	9	1	5	0
Cc1nnc(SCC(=O)NCc2ccccc2)n1-c1ccccc1	1	-0.1	-6	2	-1	0	1	-8	1
CCCC(=O)Nc1ccc(C(=O)N/N=C2\CC(=O)CC(C)(C)C2)cc1	1	1.0	1	0	-1	-3	0	-2	-3
Cc1cc(C)c(NC(=O)c2cn3c4c(c(N5CCN(C)CC5)c(F)cc4c2=O)OCC3C)c(C)c1 (stereo unspecified)	-9	1.9	0	3	7	-6	-3	1	-10
Cc1ccc(S(=O)(=O)CC(CN2CCOCC2)N2CCOCC2)cc1 (stereo unspecified)	-1	0.7	3	0	-4	-9	6	6	10
CS(=O)(=O)n1nc(-c2ccccc2)nc1NCc1ccco1	1	-0.4	-2	1	-2	2	18	6	4
COc1cccc(-c2c(C(=O)N/N=C/C3CC=CCC3)nnn2-c2nonc2N)c1 (stereo unspecified)	1	-0.2	4	-2	2	2	1	3	4
Cc1cc(Nc2ccccc2Cl)n2nnnc2n1	-3	-0.3	-3	5	-5	0	1	4	-2
COc1ccc2cnn(Cc3ccccc3)c(=O)c2c1OC	1	7.2	1	-2	-3	8	-1	9	1
COc1cccc(NC(=S)N(CCc2c(C)[nH]c3ccccc23)Cc2cccs2)c1	1	1.9	-3	-5	0	-1	10	2	4
CC1CC(C)CN(C(C)C(=O)Nc2cc(S(=O)(=O)N3CCCCC3)ccc2Cl)C1 (stereo unspecified)	.	.	-7	.	.	6	3	3	.
CCOc1ccc(/C=C2\SC(=S)N(CCC(=O)N(CCO)c3ccccc3)C2=O)cc1	-3	5.2	-9	0	22*	2	-2	-2	12
CCCOc1ccccc1/C=C(\C#N)C(=O)Nc1cccc(C)n1	-2	-0.2	2	-3	-1	-12	2	58*	-4
CCCCn1nc2cc(C(=O)NCc3ccco3)ccc2c1OCC	3	-0.9	5	1	4	5	8	-1	13
COc1cc(OC)c(C(=O)CCC(=O)O)cc1OC	-7	-4.2	3	-2	-6	-7	-2	-4	-14
O=C(N/N=C/c1cccc2ccccc12)c1cccnc1	-6	2.4	0	-4	-1	-5	53*	-2	-14
CC(C)C(NC(=O)CN1C(=O)c2cccc3cccc1c23)C(C)C	0	1.5	16	2	-6	2	7	3	1
COc1ccc(N(CC(=O)N2CCN(Cc3ccc4c(c3)OCO4)CC2)S(C)(=O)=O)cc1OC	-4	0.2	-2	-2	-3	4	2	-8	-3
CCOc1ccccc1NC(=O)CN1C(=O)C(=O)N(Cc2ccco2)C1=O	-1	3.2	2	-1	-4	-7	2	1	4
COc1ccc(-c2noc(-c3ccccc3C(=O)NCc3ccco3)n2)cc1	1	2.8	-12	-1	5	0	23	10	9
O=C(O)C(=O)/C(=C\c1ccc(Cl)cc1)c1ccc2ccccc2n1	-3	2.9	-15	41*	3	9	65*	-4	-4
CN(C)S(=O)(=O)c1cccc(NC(=O)COC(=O)c2cccn2C)c1	-17	-1.5	1	-2	-6	4	-3	36*	1
CCCNc1nc(Cl)nc(NC(C)(C)C)n1	1	-0.3	5	-2	-6	5	4	5	1
